Screens as filed in PubChem BioAssay.
HTRA1 inh: HTRA1 (human) protease inhibition; AID 504803; inhibition, % at 5.96 µM; Q92743; 340,000 tested, 0.5% active; recombinant HTRA1, FP-rhodamine activity-based probe, fluorescence polarization; in the data active = inhibition above about 36%;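 also: 0% = enzyme with DMSO and 100% = wells lacking enzyme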
LEDGF integ inh: blocks HIV-1 LEDGF/p75-dependent DNA integration. 370,000 tested, 0.64% active. AID 743269. inhibition, % at 3.7 µM. TR-FRET IN-LEDGF/p75 DNA integration, Eu/Cy5;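 active = inhibition above the screen-wide mean plus 3 SD, cut at about 13% in these data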;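 also: signal is the Cy5 over europium emission ratio at 671 and 618 nm; 0% = plate median of compound wells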
SIAE inh: human SIAE inhibition, primary screen; Q9HAT2; SIAE FP-Rh probe binding, fluorescence polarization; inhibition, % at 9.66 µM; 370,000 tested, 0.69% active; AID 1053197;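 active = inhibition above a cutoff: mean of compounds within the control limits plus 3 SD of those, cut at about 17% in these data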;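 also: 0% = plate median of compound wells and 100% = probe without SIAE protein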
ABHD4 inh: inhibits mouse alpha/beta hydrolase domain 4. inhibition, % at 8.92 µM. AID 720543. 370,000 tested, 0.54% active. purified mABHD4, FP-Rh probe fluorescence polarization;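 active = inhibition exceeding the mean over every tested compound plus 3 SD, cut at about 30% in these data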;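 also: 0% = plate median of compound wells and 100% = S159A mutant with DMSO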
Target sequence (Q8VD66 whole entry, looked up, the tested form may be a part): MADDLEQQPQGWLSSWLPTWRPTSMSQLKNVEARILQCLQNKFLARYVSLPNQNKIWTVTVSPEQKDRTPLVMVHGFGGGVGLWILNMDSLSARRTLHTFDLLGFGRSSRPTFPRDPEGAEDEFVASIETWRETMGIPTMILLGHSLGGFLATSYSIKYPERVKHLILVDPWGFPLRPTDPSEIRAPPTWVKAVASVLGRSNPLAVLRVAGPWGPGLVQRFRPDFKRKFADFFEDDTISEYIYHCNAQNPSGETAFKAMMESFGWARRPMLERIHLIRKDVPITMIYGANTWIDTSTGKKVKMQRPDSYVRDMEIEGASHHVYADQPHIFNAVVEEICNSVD
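Assay system: mouse ABHD4 enzyme, wild type / Also added: fluorescent activity-based probe FP-Rh / Doses: single nominal dose of 8.92 µM, 0.89% DMSO final / Timing: 45 min compound pre-incubation plus 60 min probe step, 25 °C / Signal: FP readout, ex 525 nm / em 598 nm / Control set: S159A mutant/DMSO as 100%, compound-well median as 0%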
TDP2 inh: TDP2 (human) inhibition, absorbance primary screen. O95551. recombinant TDP2, T5PNP hydrolysis, p-nitrophenol absorbance 415 nm. inhibition, % at 12.8 µM. 370,000 tested, 0.34% active;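 active = inhibition above the mean of all tested compounds plus 3 SD, set per campaign, cut at about 25% in these data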;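 also: 0% = DMSO with enzyme and 100% = buffer with substrate but no TDP2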
Target sequence (O95551 whole entry, looked up): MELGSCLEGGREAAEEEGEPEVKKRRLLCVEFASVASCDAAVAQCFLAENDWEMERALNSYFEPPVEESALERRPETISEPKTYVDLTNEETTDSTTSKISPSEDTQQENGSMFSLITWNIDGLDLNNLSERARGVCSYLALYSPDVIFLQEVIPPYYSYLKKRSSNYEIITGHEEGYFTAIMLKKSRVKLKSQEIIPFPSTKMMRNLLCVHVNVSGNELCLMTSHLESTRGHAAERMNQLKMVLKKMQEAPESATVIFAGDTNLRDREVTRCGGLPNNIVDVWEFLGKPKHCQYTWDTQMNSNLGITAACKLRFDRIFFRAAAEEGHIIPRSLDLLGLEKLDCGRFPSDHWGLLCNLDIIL
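Incubation: 2 h at 37 °C; Test system: recombinant human TDP2; Quantity: enzyme 120 nM; Read-out basis: percent inhibition; Medium: 50 mM Tris-HCl pH 7.5 with Mg2+, KCl, DTT, BSA; Repeats: single replicate; Compound: 12.8 µM single point, 1% DMSO; Signal: epi absorbance; Reagent: 5 mM T5PNP chromogenic substrate; Benchmarks: no-enzyme high, DMSO-plus-enzyme low.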
TCR-CD3 inh: human TCR-CD3 binding inhibition; AID 651800; TAMRA-labeled TCR probe fluorescence, biochemical; 360,000 tested, 0.37% active; inhibition, % at 9.4 µM; in the data active = inhibition above about 19%;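 also: recombinant mutant TCR 2C K166C tagged with TAMRA read by polarization; 0% = receptor in buffer alone and 100% = receptor with positive control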
PRMT1 FP inh: inhibitors of human PRMT1; 370,000 tested, 1.3% active; recombinant PRMT1, activity-based probe fluorescence polarization; Q99873; inhibition, % at 2.79 µM;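 active = inhibition above about 21% made by adding two undisclosed values, limit read from the data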
Target sequence (Q99873 whole entry, looked up): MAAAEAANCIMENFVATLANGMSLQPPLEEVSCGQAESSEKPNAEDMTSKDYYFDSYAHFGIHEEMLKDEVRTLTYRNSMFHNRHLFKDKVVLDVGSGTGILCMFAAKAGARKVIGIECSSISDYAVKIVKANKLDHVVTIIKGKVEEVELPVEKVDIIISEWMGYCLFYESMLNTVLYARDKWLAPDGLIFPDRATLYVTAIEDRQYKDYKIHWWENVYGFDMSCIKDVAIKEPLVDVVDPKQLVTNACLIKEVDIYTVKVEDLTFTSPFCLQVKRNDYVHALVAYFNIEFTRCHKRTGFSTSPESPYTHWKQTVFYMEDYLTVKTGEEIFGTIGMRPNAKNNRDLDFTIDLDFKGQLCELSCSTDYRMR
rCAG RNA binder: binds r(CAG) RNA repeats; r(CAG) RNA repeat, TO-PRO-1 dye displacement fluorescence; inhibition, % at 3 µM; 370,000 tested, 1.3% active; AID 651821;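 active = inhibition above the plate cutoff, the mean of all test compounds on that plate plus 3 SD, cut at about 35% in these data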;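 also: 0% = DMSO alone and 100% = 100 µM mitoxantrone as full dye displacement; higher means more dye released from RNA so lower well fluorescence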
MBD2 DNA inh: blocks human MBD2 binding to methylated DNA. TR-FRET, MBD2 binding to methylated oligonucleotide. inhibition, % at 4.4 µM. 370,000 tested, 0.31% active; in the data active = inhibition above about 13%
GC-B act: GC-B (human) receptor activation | HEK293-GC-B cells, CNP EC30, cGMP TR-FRET; 0% at EC30 CNP, 100% saturating CNP | activation, % at 10 µM | 370,000 tested, 0.11% active;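 active = activation at 10 µM reaching about 35% in either raw or pattern-adjusted values, limit read from the data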
* marks the source's active call; other numbers are inactive results; x = no result given. These rows are one share of the data; the hit share may differ from the screen's.

Fields: GC-B act, TCR-CD3 inh, HTRA1 inh, SIAE inh, TDP2 inh, ABHD4 inh, LEDGF integ inh, rCAG RNA binder, PRMT1 FP inh, MBD2 DNA inh
> CCOc1cc(CNCc2ccccc2)ccc1OCc1ccc(Cl)cc1
→ -8, -4, -12, 3, -14, 16, 6, 3, -4, 0
> O=C(Nc1ccc2sccc2c1)c1ccc(Cl)s1
→ -12, 11, -32, -5, 7, -14, 3, 5, -1, 1
> O=C(C1CCN(S(=O)(=O)c2ccc(-n3cnnn3)cc2)CC1)N1CCCCC1
→ 4, -2, 5, -4, -5, -8, 6, -3, -3, -4
> Cc1nnc(NC(=O)c2csc3c2CCCC3)s1
→ -3, 0, x, 9, -2, 1, 6, -2, 0, 0
> Cc1cccc(-c2nsc(SCC(=O)N3CCCC3)n2)c1
→ x, 3, -7, 0, -6, 2, -3, -4, 3, 2
> CC12CCC(=O)N1c1ccccc1C(=O)N2c1ccccc1 (centres undefined)
→ 2, 1, 3, 2, 4, -6, 0, 0, -5, -2
> CCOC(=O)c1cc2occc2n1CC(=O)NCCOC
→ -4, -2, 8, -4, 4, -1, -3, 1, 1, -1
> CCOC(=O)N1CCN(Cc2nc3c(c(=O)n(C)c(=O)n3C)n2Cc2ccc(F)cc2)CC1
→ 4, -3, -5, -6, 8, 0, 2, 0, -4, -2
> O=C(c1ccc(Cl)c([N+](=O)[O-])c1)N(Cc1ccccc1)C1CCS(=O)(=O)C1 (centres undefined)
→ -14, 5, 8, 3, -6, 5, -1, -3, -2, 3
> O=C(OCC(=O)N1CCN(C(=O)c2ccco2)CC1)c1cc(=O)c2ccccc2o1
→ 4, 0, -1, -6, 6, -1, 0, -3, 1, -2
> Cc1cccc(NC(=O)CN2C(=O)c3ccccc3S2(=O)=O)n1
→ -1, -3, 4, -1, -17, -8, 0, 2, -2, -1
> CC(=O)Nc1ccc(S(=O)(=O)N(C)Cc2ccccc2)cc1
→ -1, 8, -48, -2, 5, -1, 1, -1, -1, -4
> Cc1ccc(S(=O)(=O)NNC(=O)C(=O)NNS(=O)(=O)c2ccc(C)cc2)cc1
→ -9, 4, 4, 2, -10, 4, 0, 1, 1, 0
> O=C1c2ccccc2N2C(=O)c3ccccc3C2N1Cc1ccccc1 (centres undefined)
→ -5, 5, -2, -3, 12, -3, 0, 2, 2, 0
> Cc1ccc(CS(=O)Cc2ccc(C(=O)NC3CCC(C)CC3)o2)cc1 (centres undefined)
→ 6, 2, -8, -13, -12, -2, 6, -8, 1, -1
> CC1=C(C(=O)N2CCCCCC2)CC(CC(=O)NCc2cccc3ccccc23)C(=O)N1CCC1=CCCCC1 (centres undefined)
→ 0, 5, x, 8, 4, 9, 2, 3, 1, 0
> COc1ccc(OCCC(=O)OCC(=O)NCCC2=CCCCC2)cc1
→ -5, -3, -1, -4, -4, -6, 1, -8, 8, 8
> Cc1ccc2cccc(OCC(=O)Nc3ccc4c(c3)OCO4)c2n1
→ 0, 2, -3, 9, -12, -7, 6, 1, 0, 2
> CSCCC(NC(=O)c1cccc(C)c1)C(=O)Nc1sccc1C(N)=O (centres undefined)
→ 1, -6, -14, -1, -21, -3, 4, 10, 15, 2
> CCn1c(SCC(=O)Nc2cccc(C)c2)nc2ccccc2c1=O
→ 2, 0, -6, -7, -2, -5, -2, -1, 0, -1

7 compounds picked at random from those above, as already listed:
Fields: GC-B act, TCR-CD3 inh, HTRA1 inh, SIAE inh, TDP2 inh, ABHD4 inh, LEDGF integ inh, rCAG RNA binder, PRMT1 FP inh, MBD2 DNA inh
> CCOc1cc(CNCc2ccccc2)ccc1OCc1ccc(Cl)cc1
→ -8, -4, -12, 3, -14, 16, 6, 3, -4, 0
> CCn1c(SCC(=O)Nc2cccc(C)c2)nc2ccccc2c1=O
→ 2, 0, -6, -7, -2, -5, -2, -1, 0, -1
> Cc1cccc(-c2nsc(SCC(=O)N3CCCC3)n2)c1
→ x, 3, -7, 0, -6, 2, -3, -4, 3, 2
> CCOC(=O)N1CCN(Cc2nc3c(c(=O)n(C)c(=O)n3C)n2Cc2ccc(F)cc2)CC1
→ 4, -3, -5, -6, 8, 0, 2, 0, -4, -2
> O=C(c1ccc(Cl)c([N+](=O)[O-])c1)N(Cc1ccccc1)C1CCS(=O)(=O)C1 (centres undefined)
→ -14, 5, 8, 3, -6, 5, -1, -3, -2, 3
> O=C(Nc1ccc2sccc2c1)c1ccc(Cl)s1
→ -12, 11, -32, -5, 7, -14, 3, 5, -1, 1
> O=C(C1CCN(S(=O)(=O)c2ccc(-n3cnnn3)cc2)CC1)N1CCCCC1
→ 4, -2, 5, -4, -5, -8, 6, -3, -3, -4

Next records follow:
Fields: GC-B act, TCR-CD3 inh, HTRA1 inh, SIAE inh, TDP2 inh, ABHD4 inh, LEDGF integ inh, rCAG RNA binder, PRMT1 FP inh, MBD2 DNA inh
> O=C(C1=C(O)C(=O)N(CC2CCCO2)C1c1ccccc1Cl)c1ccco1 (centres undefined)
→ 5, -1, 1, 11, 4, 3, 0, 2, -3, -5
> CCn1c(SCC(=O)Nc2cccc(O)c2)nc2c1c(=O)n(C)c(=O)n2C
→ 6, -11, -1, -1, -1, 6, 0, 0, 1, 4
> O=S(=O)(c1cccs1)N1CCc2ccccc2C1
→ 4, -7, -13, 5, -13, -4, -1, 3, 1, -6
> C/C(=N\NC(=O)c1nnn(-c2nonc2N)c1CSc1ccc(C)cc1)c1ccco1
→ 0, 12, -2, 2, -1, 3, -1, 7, -1, 0
> O=C(NCCS(=O)(=O)N1CCN(c2ccccc2)CC1)c1ccc(Br)o1
→ 1, 0, -1, 3, 1, 0, 1, -3, -4, -3
> CCN(CC)S(=O)(=O)c1ccc(N2CCOCC2)c(NC(=O)c2ccc3ccccc3c2)c1
→ 4, 6, -1, 6, -5, 8, 1, 1, 0, 3
> CC(C)C(c1nnnn1C(C)(C)C)N1CCN(Cc2cccnc2)CC1 (centres undefined)
→ -2, 3, -2, 3, -1, -7, 4, -7, 1, 2
> COc1ccc(-c2ncnc(C(F)(F)F)c2-c2csc(C)n2)c(O)c1
→ 2, 4, 5, -7, -13, 2, 8, -4, -2, -3
> COc1cccc(CNC(=O)N2CCN(c3ccccc3)CC2)c1
→ 4, 4, -1, -3, -8, 2, 3, -7, -8, 1
> Cc1nc(NC(=O)C2CC2)sc1C(=O)Nc1ccccc1
→ -5, 5, -48, 0, 0, -2, 2, 4, 2, -2
> COC(=O)c1cc(OC)c(OC)cc1NC(=O)Cn1nnc(-c2ccccc2Cl)n1
→ -9, 2, 7, -5, -3, -6, 1, 0, 4, 3
> Cc1ccc(/C=C/C(=O)NCc2ccccn2)o1
→ 2, 4, 6, 7, -3, 11, 4, 9, 21*, -2
> CCCOc1ccc(C(=O)OCCN2CCCCC2)c(O)c1
→ 3, 6, 5, 2, 5, 3, 2, -7, -1, -5
> CC1Cc2ccccc2N1C(=O)COC(=O)c1ccco1 (centres undefined)
→ 3, -5, 0, 3, 3, -5, -5, -2, 1, 4
> CCOc1ccc(N2C(=O)CC(Cc3ccccc3OC)C2=O)cc1 (centres undefined)
→ 5, -7, 5, 2, -6, -6, 0, -7, 7, 4
> COCn1c(-c2ccc(OC)c(OC)c2)nc2ccccc21
→ 0, -1, 1, -1, -3, 2, 4, -3, -2, -3
> CCOc1ccc2nc(-c3ccccc3)nc(SCC(=O)OC)c2c1
→ -4, 6, 2, 6, 3, 5, 0, 2, -5, -2
> COc1ccc(-c2c(C)nn(-c3ccccc3)c2N)cc1
→ 1, -2, 6, 2, 2, -1, 0, -1, 3, 8
> O=C1NC[C@H](CCCCN2C[C@H](Cc3ccc(O)cc3)N(CCc3ccccc3)C(=O)C2=O)N(CCc2ccc(O)cc2)C1=O
→ 1, 5, x, -2, -7, -6, 3, 3, 5, 6
> O=C(O)CN(CCc1ccccc1)S(=O)(=O)c1ccccc1
→ 0, 2, 1, -3, -4, -10, 6, 0, -1, -3

Among those listed so far, 2 contain fluorine:
Fields: GC-B act, TCR-CD3 inh, HTRA1 inh, SIAE inh, TDP2 inh, ABHD4 inh, LEDGF integ inh, rCAG RNA binder, PRMT1 FP inh, MBD2 DNA inh
> CCOC(=O)N1CCN(Cc2nc3c(c(=O)n(C)c(=O)n3C)n2Cc2ccc(F)cc2)CC1
→ 4, -3, -5, -6, 8, 0, 2, 0, -4, -2
> COc1ccc(-c2ncnc(C(F)(F)F)c2-c2csc(C)n2)c(O)c1
→ 2, 4, 5, -7, -13, 2, 8, -4, -2, -3

Continued:
Fields: GC-B act, TCR-CD3 inh, HTRA1 inh, SIAE inh, TDP2 inh, ABHD4 inh, LEDGF integ inh, rCAG RNA binder, PRMT1 FP inh, MBD2 DNA inh
> CCOc1ncccc1C(=O)OCC(=O)NCc1ccc(C(=O)OC)cc1
→ -2, 3, -1, 2, 11, 2, 0, 3, -2, -11
> O=C1N/C(=C/c2cccs2)C(=O)N1Cc1ccccc1F
→ -2, -3, -6, 7, -4, -2, 1, 0, -2, -2
> N#CC1=C(N)S[C@@H](C(=O)c2ccc(F)cc2)[C@@H]1c1cccs1
→ 5, -8, -17, 4, 3, 26, 3, 3, 35*, 3
> Fc1ccccc1OCC1CCCN(Cc2nc(CC3CC3)no2)C1 (centres undefined)
→ -1, 1, 0, -5, -3, -7, 2, -5, 0, 0
> CCOC(=O)CCNC(=O)N1CCC(CCOc2ccccc2)(C(=O)OCC)CC1
→ -4, -5, 4, -5, 3, 4, 2, -8, -2, 3
> Cc1c(C(=O)OCC(=O)N2C(C)CCCC2C)oc2ccccc12 (centres undefined)
→ 2, 8, -7, -2, 2, 6, 1, -6, 0, -1
> O=S(=O)(Nc1ncccn1)c1cc(Cl)ccc1Cl
→ 0, 1, -2, -2, -11, -1, 3, 3, -3, -4
> C[C@@H]1CN([C@@H](C)CO)C(=O)c2cc(C#CC(C)(C)O)cnc2O[C@@H]1CN(C)C(=O)c1ccccc1F
→ 12, 0, -3, 5, 1, 1, -3, 2, 0, -1
> COc1ccccc1Nc1nc(N)nc(CN2CCN(c3ccccc3F)CC2)n1
→ 0, -3, -6, 0, -7, -6, 5, -6, -1, 4
> COCCNC(=O)CSc1ccc(C)cc1
→ -2, 3, 4, 1, 10, 7, 2, 1, 1, -1
> CN(C)CCCN(C(=O)COc1ccc(Cl)cc1)c1nc2cc3c(cc2s1)OCO3
→ 2, -1, 1, 2, 0, 1, -2, 5, 5, -1
> COc1ccccc1NC(=O)CSc1nc2ccccc2c(=O)n1CCNC(C)=O
→ 0, -5, 3, -4, 6, 2, 1, -5, 5, 2
> O=C(NNC(=O)c1cc(S(=O)(=O)N2CCCCC2)ccc1Cl)c1ccccc1O
→ 1, 17, 33, -5, -1, 19, -9, 13, 2, 4
> COCCCn1c(SCC(=O)Nc2ccc(C)cc2)nc2ccccc2c1=O
→ -3, 0, -1, 5, 10, 2, -2, 3, -3, -5
> CCn1c(C2CCN(S(=O)(=O)c3ccc(OC)cc3)CC2)n[nH]c1=S
→ 2, 4, -3, -2, -5, -6, -9, 6, 4, 0
